Assay outcomes from PubChem.
WRN inhibitor = inhibitors of human WRN helicase | Potency, µM (highest dose often 114 µM), for the others: top-dose activity change, negative = inhibition, usual class: inhibitors | WRN helicase unwinding, fluorescent forked duplex, kinetic | AID 651768 | 360,000 tested, 0.46% active; further: potency means the concentration at half of the fitted maximal effect; on the % scale 0 is the no-effect control and ±100 the full control effect; nearly all actives have a fitted effect of over 55% in size
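Kinetic red-fluorescence monitoring (525/598 nm) tracks WRN helicase activity after 100 nM fluorophore-quencher forked duplex and 2 mM ATP are added to 20 nM enzyme pretreated 15 min at room temperature with compound.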
EPAC1 antagonist = EPAC1 (human) antagonism | 360,000 tested, 0.14% active | EPAC1 GEF assay, Rap1b-BODIPY-GDP exchange fluorescence | O95398 | Potency, µM (titrated, usually from 115 µM), for the others: top-dose activity change, negative = inhibition, most hits filed as inhibitors;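 further: potency means the concentration at half of the fitted maximal effect; plate controls were vehicle for no effect and positive control for full effect; nearly all actives have a fitted effect of over 50% in size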
FUS suppressor = rescues growth of FUS-expressing yeast | Potency, µM (highest dose often 76.6 µM), inactives show top-dose growth rescue (activation), hits mostly activators | 390,000 tested, 0.24% active | S. cerevisiae FUS-expressing, growth rescue, OD600, 24 h;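 further: potency means the concentration at half of the fitted maximal effect; plate controls were DMSO vehicle for no effect and reference control for full effect; nearly all actives have a fitted effect of over 55% in size; some results filed as inactive show a strong effect at the top dose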
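Yeast expressing FUS under galactose induction, OD 0.005 in 2% galactose medium; compounds in a dilution series, 24 h at 30C. Growth rescue by absorbance at 600 nm; CP55940 positive control, DMSO negative.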
PI5P4Ka inh = blocks human PI5P4K alpha kinase activity | P48426 | PI5P4Kalpha enzyme, ADP-Glo luminescence, 60 min; stronger effect = lower value | max response, % | 330,000 tested, 1.2% active; active means max response of -50% or lower; inconclusive means between -30% and -50%; inactive means -30% or higher; further: value at the top dose of about 77 µM; on the % scale 0 is the no-effect control and ±100 the full control effect
Target sequence (P48426 whole entry, looked up): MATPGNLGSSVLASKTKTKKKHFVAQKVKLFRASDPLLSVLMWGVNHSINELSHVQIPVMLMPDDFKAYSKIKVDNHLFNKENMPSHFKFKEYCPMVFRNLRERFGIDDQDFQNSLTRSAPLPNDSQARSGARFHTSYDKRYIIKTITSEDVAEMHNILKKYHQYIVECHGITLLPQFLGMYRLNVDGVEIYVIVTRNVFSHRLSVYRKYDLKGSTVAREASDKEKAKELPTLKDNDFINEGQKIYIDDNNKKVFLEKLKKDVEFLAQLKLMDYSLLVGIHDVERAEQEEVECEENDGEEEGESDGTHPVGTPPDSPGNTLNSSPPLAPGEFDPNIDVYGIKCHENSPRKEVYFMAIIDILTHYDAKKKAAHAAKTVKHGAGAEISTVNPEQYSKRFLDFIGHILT
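Compounds were pin-transferred onto PI5P4Kalpha and substrate in HEPES pH 7.4 buffer with EGTA, CHAPS and 5% DMSO. ATP (5 microM final) started the reaction, which ran 60 minutes at room temperature before ADP-Glo detection.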
Abeta yeast res = A-beta toxicity reversal in yeast; Potency, µM (doses to about 46.1 µM), for the others: at the highest dose growth rescue, hits mostly activators; yeast expressing A-beta42, growth rescue, OD600, 48 h; response scale: 0% DMSO, 100% iron-clioquinol control; 410,000 tested, 0.063% active; AID 1347071; further: potency means the concentration at half of the fitted maximal effect; nearly all actives have a fitted effect of over 55% in size
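Growth rescue measured by 600 nm absorbance after 48 h yeast culture at 30 C with compound. Values normalized between DMSO and an equimolar ferric chloride plus clioquinol control.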
IL2 activator = IL-2 activation; IL-2 activation reporter assay, cell-based qHTS; stimulated with anti-CD3/CD4/CD28 beads; in transgenic mouse T cells; activation, % (series mostly up to about 46 µM); 360,000 tested, 0.065% active; AID 652025; in the data active means activation above about 50%; inconclusive means mostly about 30% to 49%; further: 0% is about no effect
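Unstimulated transgenic mouse T cells preincubated 60 min with compound, then stimulated with anti-CD3/anti-CD4-coated beads plus anti-CD28 for 18 h at 37 degrees C. IL-2 response read as EGFP and DsRed fluorescence by plate cytometry.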
PLK1 PBD block = blocks phosphopeptide binding to human PLK1 polo-box domain; P53350; Plk1 PBD binding of FITC phosphopeptide, fluorescence polarization; Potency, µM, inactives show max response, negative = inhibition, usual class: inhibitors; 360,000 tested, 2.8% active; AID 720504; further: potency means the concentration at half of the fitted maximal effect; series mostly up to about 57 µM; on the % scale 0 is the no-effect control and ±100 the full control effect; nearly all actives have a fitted effect of over 65% in size
Target sequence (P53350 whole entry, looked up, the tested form may be a part): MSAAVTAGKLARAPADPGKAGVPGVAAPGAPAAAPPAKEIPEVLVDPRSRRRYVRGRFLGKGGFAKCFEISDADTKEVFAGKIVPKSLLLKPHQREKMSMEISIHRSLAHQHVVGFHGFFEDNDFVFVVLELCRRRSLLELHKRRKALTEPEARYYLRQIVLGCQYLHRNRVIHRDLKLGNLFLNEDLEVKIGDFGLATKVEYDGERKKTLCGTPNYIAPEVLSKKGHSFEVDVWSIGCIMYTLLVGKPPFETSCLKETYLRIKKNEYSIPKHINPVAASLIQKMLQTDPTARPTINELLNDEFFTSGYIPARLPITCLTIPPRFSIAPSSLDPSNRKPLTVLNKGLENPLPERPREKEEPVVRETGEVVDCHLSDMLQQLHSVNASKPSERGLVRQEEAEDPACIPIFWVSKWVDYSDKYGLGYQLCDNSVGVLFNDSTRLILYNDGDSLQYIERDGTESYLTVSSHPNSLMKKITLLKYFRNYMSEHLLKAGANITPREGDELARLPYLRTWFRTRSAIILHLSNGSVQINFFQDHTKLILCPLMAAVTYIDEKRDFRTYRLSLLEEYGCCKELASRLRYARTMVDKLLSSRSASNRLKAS
EPAC1 ag = activates human EPAC1 exchange factor; AID 720707; O95398; Potency, µM (highest dose often 154 µM), inactives show at the top dose activation, most hits filed as activators; 360,000 tested, 0.073% active; EPAC1 agonist qHTS, biochemical assay; response scale: 100% = response to 6.5 mM cAMP; further: potency means the concentration at half of the fitted maximal effect; nearly all actives have a fitted effect of over 60% in size
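Normalized to 6.5 mM cAMP, activity reflects EPAC1-catalysed release of BODIPY-GDP from Rap1B, followed kinetically over 30 min at 480 nm excitation, 540 nm emission. Reaction contained 100 nM EPAC1, 250 nM Rap1B-BODIPY-GDP, 50 uM GDP.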
An asterisk follows results filed as active; ? = inconclusive; · = no result given; [ ] = dose if it differs, or a comment. Unless noted, the call rests on the fitted dose curve; in most records, active means well fitted curve in the direction sought with a large enough effect; inconclusive means small, poorly fitted or top-dose-only effect, or another doubt; inactive means no such curve, though single readings can be large; an effect the other way counts as inactive or inconclusive. Hits appear at their usual frequency (roughly 4.1% active in at least one column).

SMILES | WRN inhibitor | EPAC1 antagonist | FUS suppressor | PI5P4Ka inh | Abeta yeast res | IL2 activator | PLK1 PBD block | EPAC1 ag
O=C1OC(C(=O)O)Cc2ccccc21 (stereo not given) | -6% | 9% | 2% | · | -7% | 2.6 | -9% | 5%
COc1ccc(S(=O)(=O)n2nc(-c3cc(OC)c(OC)c(OC)c3)cc2N)cc1OC | 3% | -17% | 16% | -3 | 22% | -4.4 | 4% | -12%
CCOC(=O)Nc1ccc2c(c1)N(C(=O)CN1CCN(C)CC1)c1ccccc1S2 | -1% | -4% | 14% | · | 7% | -0.1 | 1% | -6%
Nn1c(SCC(=O)NC(=O)NCc2ccccc2)nnc1C1CC1 | -1%[57.1 µM] | 4% | 3% | · | 8% | -1.6 | -9% | 0%
Cc1ccc(C2(C)NC(=O)N(CC(=O)c3ccc4c(c3)OCCO4)C2=O)cc1 (stereo not given) | 0% | 1% | 22% | 8 | 5% | 0.1 | 1% | 7%
O=C(c1ccco1)N1CCN(c2ncnc3c2nnn3Cc2ccccc2Cl)CC1 | 14% | -2% | 21% | 0 | -9% | -0.3 | -4% | 1%
CCCSCCCNC(=O)c1ccc(C)c(NC(=O)C2=C(C)OCCS2)c1 | -3% | 2% | -4% | 0 | 8% | 0.2 | 0% | 3%
C#CCOCCOCCOCCNc1nc(N2CCN(C(=O)[C@H](CCCN=C(N)N)n3cc(C(N)[C@@H](C)CC)nn3)CC2)nc(N2CCN(C(=O)[C@H](CCC(=O)O)n3cc([C@@H](N)[C@H](C)CC)nn3)CC2)n1 (stereo not given in full) | -1% | -2% | 0% | -1 | 8% | 1.4 | -7% | 4%
COc1ccc2cc(-c3[nH]ncc3CN3C[C@@H]4CCC[C@H]3C4)ccc2c1 | -6% | -21% | 34% | 0 | -3% | -2.1 | -15% | 1%
C#CCOCCOCCOCCNc1nc(N2CCOCC2)nc(N2CCN(C(=O)[C@H](CCCCN)n3cc(CN)nn3)CC2)n1 | -5% | -1% | -20% | -2 | 3% | -0.7 | -5% | 6%
COc1cc(CCCN2C(=O)C(=O)NC[C@@H]2Cc2ccc(O)cc2)cc(OC)c1OC | 1% | -22% | -3% | -2 | 6% | -0.3 | -4% | 10%
CC1=Nc2ccc(Br)cc2C(c2ccccc2)N1CC(=O)NN (stereo not given) | 1% | 17% | -31% | -3 | 10% | -0.3 | -3% | -8%
O=C(Nc1nnc([C@@H]2C[C@H](O)[C@@H](CO)O2)s1)Nc1ccc(F)cc1F | 10% | -4% | -20% | -1 | -14% | -0.3 | -11% | -15%
CC(C)NC(=O)Nc1cccc(Cl)c1 | -6% | -8% | 2% | 0 | -1% | -0.2 | -9% | 2%
CCOC(=O)COc1cccc2c(=O)n(CC(=O)NCc3ccc(F)cc3)ccc12 | -3% | 10% | -18% | 1 | 0% | 0.7 | -10% | 9%
N/C(=N\OC(=O)CCCN1C(=O)c2ccccc2C1=O)c1ccc(Br)cc1 | -21% | 5% | · | 2 | -4% | -2.8 | 0% | -6%
CC1(C2(O)CCCCC2)NCCc2ccccc21 (stereo not given) | -11% | -5% | 14% | 3 | -8% | -3.0 | -3% | 1%
CCOC(=O)C1(C)CCN1C(=O)c1ccco1 (stereo not given) | 0% | -5% | -19% | -1 | -7% | 0.2 | -10% | -3%
Cc1ccc2nc(NC(=O)CN3CCN(c4ccccn4)CC3)sc2c1 | 6% | -15% | -3% | -2 | -1% | 0.9 | -6% | 8%
Cn1cccc1C(=O)NCCc1ccc(Cl)cc1 | 2% | 10% | 8% | 0 | 14% | 1.7 | -10% | 14%
COc1ccccc1N1CCN(/N=C/c2ccc([N+](=O)[O-])cc2)CC1 | 8% | -22% | -17% | 15 | 1% | 0.1 | -5% | 11%
O=C1NC2c3c(I)sc(I)c3C(=O)C2O1 (stereo not given) | -10% | 18% | · | -4 | 0% | -0.6 | ? | ?
O=C(c1ccco1)N1CCN(Cc2cccc(F)c2)CC1 | 3% | -6% | 14% | -6 | -9% | 0.7 | -14% | 18%
Cc1ccc(CSCCNS(C)(=O)=O)cc1 | 8% | -10% | 1% | 2 | 0% | 2.3 | -7% | 9%

Full records, quoted from the list.
Cc1ccc2nc(NC(=O)CN3CCN(c4ccccn4)CC3)sc2c1 as listed: WRN inhibitor = 6%; EPAC1 antagonist = -15%; FUS suppressor = -3%; PI5P4Ka inh = -2; Abeta yeast res = -1%; IL2 activator = 0.9; PLK1 PBD block = -6%; EPAC1 ag = 8%
O=C(c1ccco1)N1CCN(Cc2cccc(F)c2)CC1 as listed: WRN inhibitor = 3%; EPAC1 antagonist = -6%; FUS suppressor = 14%; PI5P4Ka inh = -6; Abeta yeast res = -9%; IL2 activator = 0.7; PLK1 PBD block = -14%; EPAC1 ag = 18%

Other entries:
SMILES | WRN inhibitor | EPAC1 antagonist | FUS suppressor | PI5P4Ka inh | Abeta yeast res | IL2 activator | PLK1 PBD block | EPAC1 ag
CCOc1ccc(-c2nnn(CC(=O)c3ccc4c(c3)OCCO4)n2)cc1 | -7% | 2% | 11% | · | 7% | -1.5 | 1% | 1%
CN(C)S(=O)(=O)c1cccc(NC(=O)CCCC2CCCCC2)c1 | -2% | 3% | 29% | 9 | 12% | -1.8 | -1% | -1%
COC(=O)c1cc(CSc2nnc(NC3CCCCC3)s2)oc1C | -15% | 1% | 30% | 6 | 2% | -2.9 | -11% | 11%
COc1cccc(-n2c(=O)n(Cc3ccccc3)c(=O)c3[nH]cnc32)c1C | -2% | 1% | -1% | 0 | -4% | -1.7 | -6% | -2%
Oc1ccc(/C=N/Nc2nc(N3CCCC3)nc(N3CCCC3)n2)cc1O | -5% | -14% | 24% | -9 | -9% | -1.0 | -9% | 10%
CCCCc1c(-c2cccc(F)c2)ncn1CCc1ccccc1OC | -8% | -23% | 30% | 7 | 17% | -0.9 | 2% | -12%
CCC(=O)N1CCC1(C)C(=O)Nc1ccccc1 (stereo not given) | -5% | 8% | -30% | -1 | -13% | -0.5 | -7% | -1%
Fc1ccc(CN2CCCN(C(=S)Nc3ccc(F)cc3)CC2)cc1 | -4% | -11% | 7% | -7 | 5% | 0.3 | -1% | 6%
CN(C)S(=O)(=O)c1cccc(-c2nn(-c3ccccc3)cc2/C=C(/C#N)C(=O)NCc2ccco2)c1 | -26%[57.1 µM] | -28% | ? | 0 | 0% | 0.0 | -8% | -16%
CC1CCC2(CC1)NC(=O)N(CC(=O)N1CCN(S(=O)(=O)c3ccc4c(c3)CCC4)CC1)C2=O (stereo not given) | -24% | -21% | · | -10 | -14% | -0.3 | -9% | 13%
COc1ccccc1-n1nnnc1S(=O)(=O)Cc1ccc(Cl)cc1 | -27% | 0% | 10% | -6 | 4% | -0.7 | -21% | 12%
C=CCn1nc(-c2ccccc2)c(N2CCCCC2)cc1=O | 2% | -8% | 22% | 7 | -10% | -1.9 | -10% | -3%

Individual results from the results shown.
Reading for `COc1cccc(-n2c(=O)n(Cc3ccccc3)c(=O)c3[nH]cnc32)c1C` under Abeta yeast res: -4%
Reading for `Oc1ccc(/C=N/Nc2nc(N3CCCC3)nc(N3CCCC3)n2)cc1O` under EPAC1 ag: 10%
Reading for `CN(C)S(=O)(=O)c1cccc(-c2nn(-c3ccccc3)cc2/C=C(/C#N)C(=O)NCc2ccco2)c1` under WRN inhibitor: -26%[57.1 µM]
Reading for `CC1CCC2(CC1)NC(=O)N(CC(=O)N1CCN(S(=O)(=O)c3ccc4c(c3)CCC4)CC1)C2=O` (stereo not given) under EPAC1 antagonist: -21%
Reading for `Fc1ccc(CN2CCCN(C(=S)Nc3ccc(F)cc3)CC2)cc1` under PI5P4Ka inh: -7
Reading for `C=CCn1nc(-c2ccccc2)c(N2CCCCC2)cc1=O` under EPAC1 ag: -3%

(continued)
SMILES | WRN inhibitor | EPAC1 antagonist | FUS suppressor | PI5P4Ka inh | Abeta yeast res | IL2 activator | PLK1 PBD block | EPAC1 ag
Cc1cc(C)nc(N2CCC(C(=O)Nc3ccc4c(c3)CCC4)CC2)n1 | -4% | 9% | 5% | · | -1% | -0.3 | -3% | -4%
COCCNC(=O)c1ccc2c(=O)n(Cc3ccco3)c(SCC(=O)Nc3ccc(OC)cc3OC)nc2c1 | -8% | -25% | 12% | 0 | 5% | -2.6 | ? | 12%
O=C1NC(=O)N(Cc2ccccc2)C1=O | -2% | 4% | -3% | -9 | 13% | -0.5 | -18% | 1%
Cc1cccc(C(=O)Oc2cc(C)[nH]c(=O)c2[N+](=O)[O-])c1 | -1% | -3% | -7% | -2 | · | -0.1 | -2% | 2%
COc1cccc2cc(-c3nc4ccccc4[nH]3)c(=O)oc12 | -5% | -16% | 23% | 0 | -4% | -0.1 | -10% | 5%
CN(CC(=O)Nc1cccc(F)c1)CC(=O)Nc1cccc(S(=O)(=O)N2CCCCC2)c1 | -23% | ? | · | 0 | 6% | -4.8 | -4% | 9%
S=C(Nc1ccc(Br)cc1Cl)N1CCC2(CC1)OCCO2 | 0% | 3% | 12% | 1 | -1% | -0.5 | -17% | -8%
COc1cccc(-c2nnc(-c3ccc4ccccc4c3)o2)c1 | -7% | -18% | · | 3 | -21% | -1.2 | 2% | 3%
O=C(CN1CCN(C(=O)c2cncn2-c2ccccc2)CC1)Nc1ccccc1Cl | 9% | 4% | · | 7 | -59%[inhibitor] | -4.8 | 3% | 6%
